LEDGF integ inh: blocks HIV-1 LEDGF/p75-dependent DNA integration. TR-FRET IN-LEDGF/p75 DNA integration, Eu/Cy5. inhibition, % at 3.7 µM. 370,000 compounds, 0.64% hits. AID 743269;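 active means inhibition above the screen-wide mean plus 3 SD, cut at about 13% in these data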;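 further: signal is the Cy5 over europium emission ratio at 671 and 618 nm; 0% = plate median of compound wells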
ASAP1 inh: ASAP1 ArfGAP inhibition. Q9ULH1. 360,000 compounds, 0.19% hits. inhibition, % at 16.5 µM. ASAP1-stimulated ARF1 GTP hydrolysis, GDP FP detection. AID 624377; in the data active means inhibition above about 25%;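 further: 0% = vehicle with enzyme and substrate and 100% = no enzyme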
ADAM17 inh: inhibits human ADAM17; recombinant ADAM17, EDANS/DABCYL FRET peptide cleavage; inhibition, % at 6.95 µM; 370,000 compounds, 0.83% hits; P78536;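 active means inhibition above the mean of compounds lying between control limits plus 3 SD, set per campaign, cut at about 8.5% in these data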;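 further: 0% = DMSO-only wells as the low control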
DDE Tn7 FP inh: inhibitors of Tn7 peptide binding to human fibrin DD(E) | P02675 | FP displacement of FITC-Tn7 peptide from fibrin DD(E); 0% = median of compound wells per plate | inhibition, % at 8.3 µM | 370,000 compounds, 0.13% hits;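 active means inhibition above the mean of compounds falling within the control limits plus 3 SD of them, cut at about 14% in these data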;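 further: 0% = plate median of compound wells and 100% = 10 µM Aha-Tn7 peptide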
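Assay system: Human clot-derived fibrin DD(E) complex | Buffer or medium: Tris/NaCl/CaCl2 buffer, pH 7.8 | Repeats: One replicate per compound | Benchmarks: Aha-Tn7 high control | Measure: % inhibition scaled between sample-field median and high-control FP | Schedule: 10 min plus 3 h, room temperature | Signal: Fluorescence polarization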
PLC-gamma1 inh: blocks human PLC-gamma1 enzyme activity; P19174; 370,000 compounds, 0.84% hits; inhibition, % at 12.2 µM; purified PLC-gamma1, fluorogenic substrate, fluorescence; AID 720700; in the data active means inhibition above about 9.5%
ARFGAP1 inh: rat ARFGAP1 inhibition | 360,000 compounds, 0.26% hits | Q62848 | inhibition, % at 16.5 µM | Arfgap1-stimulated ARF1 GTP hydrolysis, GDP FP detection;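 active means inhibition above a per-plate limit, mean inhibition of low control wells plus 3 SD, cut at about 25% in these data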;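 further: 0% = DMSO wells with enzyme and 100% = wells lacking Arfgap1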
Target sequence (Q62848 1-136 limits assumed): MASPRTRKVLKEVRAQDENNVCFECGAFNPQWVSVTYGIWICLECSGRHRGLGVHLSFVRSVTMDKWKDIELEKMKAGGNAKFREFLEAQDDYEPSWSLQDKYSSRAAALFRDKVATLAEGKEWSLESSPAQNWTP
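Material: rat Arfgap1 GAP domain (His6, aa 1-136), purified enzyme. Also added: human ARF1(Δ1-17)-GTP substrate. Compound dosing: 16.5 µM single point, 1.26% DMSO. Timing: enzyme reaction 120 min at 25 °C after 20 min preincubation. Signal: GDP detection by fluorescence polarization. Read-out basis: percent inhibition of GAP-stimulated GDP formation, scaled between DMSO and no-Arfgap1 medians.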
TDP2 inh: TDP2 (human) inhibition, absorbance primary screen; recombinant TDP2, T5PNP hydrolysis, p-nitrophenol absorbance 415 nm; 370,000 compounds, 0.34% hits; inhibition, % at 12.8 µM; O95551;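 active means inhibition above the mean of all tested compounds plus 3 SD, set per campaign, cut at about 25% in these data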;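 further: 0% = DMSO with enzyme and 100% = buffer with substrate but no TDP2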
Target sequence (O95551 whole entry, looked up): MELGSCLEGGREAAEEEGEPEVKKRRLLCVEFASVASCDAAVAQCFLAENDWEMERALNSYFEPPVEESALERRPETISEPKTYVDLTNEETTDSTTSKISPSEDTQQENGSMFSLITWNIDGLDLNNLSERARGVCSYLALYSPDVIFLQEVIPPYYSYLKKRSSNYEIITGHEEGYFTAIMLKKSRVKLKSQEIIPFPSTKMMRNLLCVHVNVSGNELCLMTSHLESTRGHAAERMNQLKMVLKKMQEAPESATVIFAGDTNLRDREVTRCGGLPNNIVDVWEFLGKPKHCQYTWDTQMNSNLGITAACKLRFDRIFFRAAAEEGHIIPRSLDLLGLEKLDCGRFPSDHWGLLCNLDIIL
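Test system: Human TDP2 enzyme | Reagent: 5 mM T5PNP | Compound dosing: 12.8 µM single point, 1% DMSO | Incubation: Enzyme reaction with compound for 2 h at 37 °C | Technique: p-Nitrophenol epi absorbance | Read-out: % inhibition relative to enzyme-containing and enzyme-free wells | Benchmarks: High control without enzyme, low control DMSO plus TDP2 | Replicates: Singlicate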
KLK7 zymogen act: activates the human kallikrein-7 zymogen; purified proKLK7, EDANS-DABCYL substrate fluorescence; 100% is mature enzyme control, 0% vehicle; activation, % at 7 µM; 370,000 compounds, 0.9% hits;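 active means activation above the mean of all tested compounds plus 3 SD, computed per campaign excluding outliers beyond control limits, cut at about 13% in these data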
Target sequence (P49862 whole entry, looked up): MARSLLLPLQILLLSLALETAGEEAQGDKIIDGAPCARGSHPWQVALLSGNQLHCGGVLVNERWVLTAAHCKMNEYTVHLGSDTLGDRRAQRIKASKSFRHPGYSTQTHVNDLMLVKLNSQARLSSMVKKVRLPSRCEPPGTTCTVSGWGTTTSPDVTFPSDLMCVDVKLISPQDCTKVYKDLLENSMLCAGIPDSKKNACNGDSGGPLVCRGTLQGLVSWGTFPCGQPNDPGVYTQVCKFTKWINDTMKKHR
DDE Tn6 FP inh: inhibitors of Tn6 peptide binding to human fibrin DD(E). P02675. Fibrin DD(E) TRITC-Tn6 fluorescence polarization displacement. inhibition, % at 8.3 µM. 370,000 compounds, 0.21% hits. AID 720509;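 active means inhibition above a per-campaign cutoff: mean of compounds within control limits plus 3 SD, cut at about 15% in these data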;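 further: 0% = median of all compound wells on the plate and 100% = blocking peptide control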
ADAM10 inh: ADAM10 inhibition, QFRET primary screen; O14672; recombinant ADAM10, EDANS/DABCYL FRET peptide cleavage, 3 h; inhibition, % at 7 µM; 370,000 compounds, 0.62% hits; AID 720582;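 active means inhibition above a per-campaign cutoff equal to the mean of compounds falling between control-based bounds plus 3 SD, cut at about 20% in these data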;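 further: 0% = DMSO wells while the 100% control is not disclosed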
An asterisk follows results filed as active.

SMILES	LEDGF integ inh	ASAP1 inh	ADAM17 inh	DDE Tn7 FP inh	PLC-gamma1 inh	ARFGAP1 inh	TDP2 inh	KLK7 zymogen act	DDE Tn6 FP inh	ADAM10 inh
Cc1ccccc1CN1C[C@H]2CON(C)[C@H]2C[C@H]1c1cccc(Br)c1	3	-2	8	-6	3	4	-18	0.1	0	10
COc1ccc(C(c2nnnn2C(C)(C)C)N2CCN(C)CC2)cc1OC (configuration not stated)	-1	-2	-6	7	-1	-7	8	-0.5	-1	-7
O=C(O)C1C2C=CC(C2)C1C(=O)Nc1nccs1 (configuration not stated)	3	-9	-2	-2	1	-6	-5	-0.1	3	-2
CCCCN(CCCNC(=O)C1CCN(C(=O)c2cc3sccc3n2C)CC1)Cc1ccccc1	-3	0	-5	-4	2	1	-1	0.4	-8	-2
CCN(CCn1cccn1)Cc1nc(Cc2cccc(F)c2)no1	2	-1	-3	-4	-1	0	2	-0.5	4	7
C[C@H]1CN([C@@H](C)CO)C(=O)c2cc(Br)cnc2O[C@H]1CN(C)Cc1ccccc1C(=O)O	0	8	-2	0	-2	7	1	-0.4	4	-6
C=CCN1[C@@H](Cc2ccccc2)COCCS1(=O)=O	4	4	-3	-1	2	11	5	0.2	0	3
O=S1(=O)[C@H]2CC3O[C@]2(C[C@@H]3c2ccc(F)cc2)CN1Cc1ccc(Cl)cc1	-2	16	-2	6	3	-7	2	-0.1	-9	-2
Cc1cccc(N(C)C(=O)CCS(=O)(=O)c2cccc3nonc23)c1	2	-3	1	-5	0	0	9	0.5	1	0
O=C(C1CCN(Cc2ccc(F)cc2)CC1)N(CCc1ccccc1)Cc1ccccc1	-6	2	0	9	0	4	-8	-0.1	4	6
CCOC(=O)C(C)Oc1cccc2c(=O)n(CC(=O)N3CCN(C(=O)OCC)CC3)ccc12 (configuration not stated)	-1	-4	-9	3	-2	5	-5	0.0	0	-43
CN(CC(=O)Nc1cccc(C(F)(F)F)c1)C1=NS(=O)(=O)c2ccccc21	6	-2	0	-1	2	9	-10	-0.3	-3	-4
CCC(C)Sc1ccc([C@H]2N[C@@](C)(C(=O)OC)[C@H]3C(=O)N(CC)C(=O)[C@@H]23)cc1OC (some centres not stated)	1	13	-6	4	0	-1	-2	0.2	1	-4
O=S(=O)(c1cccs1)N1CCN(S(=O)(=O)c2cccs2)CC1	1	3	1	4	-25	4	6	0.1	-1	-2
CCc1nnc(NC(=O)CSc2nnc(COc3ccccc3)n2-c2ccc(C)cc2)s1	8	0	1	3	1	1	-20	0.1	-2	1
CC1CCN(C(=O)CSc2nc3cccnc3n2C)CC1	-1	2	-2	1	0	-8	2	-0.9	0	-5
OCCN1CCN(c2cc(C(F)(F)F)nc3c(F)cccc23)CC1	1	-1	0	7	-2	-4	5	0.3	3	0
Fc1ccc(CSc2nc3ccccc3[nH]2)cc1	-3	-3	2	3	1	11	-11	-0.1	1	1
C=CCNC(=S)N/N=C/c1ccc(-c2ccc(Cl)cc2Cl)o1	-4	-3	-7	-1	-41	11	13	-0.7	2	-9
CCOC(=O)c1cnc(SCC(=O)N2CCOCC2)nc1N	3	-18	0	-1	0	-7	0	0.2	-4	3
O=C(CCc1nnc(-c2ccccc2)o1)NC1CCCCC1	-7	-6	-2	-2	3	3	-9	0.1	8	4
O=C(CN1CCC2(CC1)OCCO2)c1ccc2cc[nH]c2c1	-2	-7	-122	-3	-217	10	15	3.9	-11	-355
Cc1nn(CC(=O)NCCCN2CCOCC2)c(C)c1[N+](=O)[O-]	-3	4	-3	-2	0	8	1	0.7	-4	-6
O=C(Cc1ccc2c(c1)OCCO2)N1CCN(c2ccccc2)CC1	3	8	3	1	0	12	17	0.2	-5	4
O=C(NCc1cccs1)C1CCCN(C(=O)Nc2ccc(F)cc2)C1 (configuration not stated)	-2	4	1	3	-3	2	4	0.3	-3	0
SMILES	LEDGF integ inh	ASAP1 inh	ADAM17 inh	DDE Tn7 FP inh	PLC-gamma1 inh	ARFGAP1 inh	TDP2 inh	KLK7 zymogen act	DDE Tn6 FP inh	ADAM10 inh
O=C(Nc1cccnc1)c1cc(Cl)ccc1Cl	2	4	0	-1	1	0	6	0.0	-2	0
CC(=O)OC1COC(n2c(O)c(N=NC(N)=S)c3ccccc32)C(OC(C)=O)C1OC(C)=O (configuration not stated)	-2	7	0	2	0	3	14	0.0	2	7
CCOC(=O)[C@@H]1[C@H]2COc3ccc(Br)cc3[C@H]2N2C(=O)N(c3ccc(Cl)cc3)C(=O)[C@]12C	-2	-1	2	4	-2	-7	8	0.3	-5	19
NC(=O)C1CCN(C(=O)c2cc(-c3ccc(Cl)cc3)nc3ccccc23)CC1	3	-3	-6	-3	4	-5	-4	0.0	-2	-15
COc1cccc(-n2c(CN3CCN(c4ccc(C)cc4)C(C)C3)nc3ccc([N+](=O)[O-])cc3c2=O)c1 (configuration not stated)	2	2	0	-1	-3	10	6	0.3	2	-1
COCCNC(=S)N1CCC(NC(=O)C23CC4CC(CC(C4)C2)C3)CC1	-2	-12	-4	0	-1	3	-6	0.3	3	2
O=C(NCc1ccc(F)cc1)c1ccc(CS(=O)(=O)Cc2ccccc2F)o1	1	-7	-3	8	-6	-5	-8	0.2	-11	6
COc1ccccc1NC(=O)CSc1nc2nccnc2c(=O)n1Cc1cccs1	2	-3	-4	7	2	7	-1	-0.3	-6	-11
CC(=O)c1ccc(N(CC(=O)NCC2CCCO2)C(=O)CCC(=O)Nc2cc(C)on2)cc1 (configuration not stated)	5	-1	-5	3	4	-1	-18	-0.8	0	-4
Nc1cc2nsnc2cc1Br	48*	-6	-6	-6	-25	22	92*	1.1	2	-4
O=C(N1CCN(c2cccc(Cl)c2)CC1)C1(S(=O)(=O)c2ccc(Cl)cc2)CC1	0	-2	0	4	1	-2	15	-0.2	-4	3
COc1cccc(N(C(=O)c2cccs2)c2nc3ccccc3s2)c1	2	-3	4	-3	5	-14	-4	-0.3	-2	11
CCCOC(=O)COC(=O)c1ccccc1NC(=O)c1ccccc1	3	7	-1	0	1	-1	-10	0.1	-3	5
CC(=O)Nc1c(O)nc(SCc2ccc(Cl)cc2)[nH]c1=O	1	6	-3	5	-3	6	4	-0.1	-1	-5
Fc1ccc(NC(=S)NCCc2ccc(Cl)cc2)cc1	2	0	3	-3	0	7	2	0.8	-1	-4
O=c1cc(-c2ccccc2)cc(-c2ccccc2)n1O	0	-7	-3	5	-3	-9	-3	0.5	-1	-3
CCc1ccc(C2C3=C(CCCC3=O)OC3=C2C(=O)CCC3)cc1	2	2	-2	1	1	9	-6	-0.3	2	-2
Cc1ccc(C)c(NS(=O)(=O)c2cc(C(=O)N3CCc4ccccc4C3)ccc2Cl)c1	0	8	2	-8	3	-1	-5	0.1	-3	15
O=C(Nc1ccccc1-c1nnn(CC(=O)N2CCCc3ccccc32)n1)c1ccco1	-2	0	-2	-1	-1	-6	5	0.8	1	6
Clc1ccccc1-c1nn2c(-c3ccccn3)nnc2s1	1	-4	1	-6	6	6	-6	-0.2	3	0
CCCCC(C(=O)NC(=O)NCc1ccccc1)N1C(=O)c2ccccc2C1=O (configuration not stated)	2	16	-1	3	1	7	10	0.5	4	5
CCN1C(=O)Nc2cccc3cccc1c23	5	7	-3	4	-6	-10	14	0.0	6	-7
CCNc1nc(NCc2ccccc2)nc(SCC(N)=O)n1	-2	-7	-4	5	0	-1	8	0.2	-4	4
O=c1[nH]c(CN2CCN(S(=O)(=O)/C=C/c3ccccc3)CC2)nc2cc(Cl)ccc12	-3	9	-2	3	-71	-1	-6	-1.2	10	-10
C[C@H](CO)N1C[C@H](C)[C@@H](CN(C)S(C)(=O)=O)Oc2ccc(NC(=O)C3CCCCC3)cc2C1=O	0	-16	-4	6	-2	6	0	-0.1	1	-10
SMILES	LEDGF integ inh	ASAP1 inh	ADAM17 inh	DDE Tn7 FP inh	PLC-gamma1 inh	ARFGAP1 inh	TDP2 inh	KLK7 zymogen act	DDE Tn6 FP inh	ADAM10 inh
O=C(c1ccco1)N1CCC(n2nnc3ccccc32)CC1	-1	10	-1	-1	-1	0	11	0.8	-2	2
O=C1Nc2c(Br)cc(Br)cc2C1(O)N1CCOCC1 (configuration not stated)	-1	-7	-2	-2	-1	-13	-3	0.4	-4	-4
C[N+]1(CC(O)COc2ccccc2)CCN(C(=O)c2ccc([N+](=O)[O-])cc2)CC1 (configuration not stated)	0	8	-4	2	0	7	9	-0.5	3	2
Nc1cc(Cl)ccc1N1CCCCCC1	4	2	-2	4	1	7	5	-0.8	-3	9
C[C@@H]1CN([C@@H](C)CO)C(=O)CCCn2nncc2CO[C@@H]1CN(C)S(=O)(=O)c1cccs1	1	4	-2	5	1	-8	4	-0.6	3	-4
COc1ccc(N2CCN(CC(=O)Nc3c(C)cccc3C)CC2)cc1	-2	-10	-6	2	0	-5	3	-0.3	-3	-5
O=C(CNC(=O)c1ccco1)Nc1ccc(S(=O)(=O)N2CCCC2)cc1	0	-2	-4	4	-2	-12	-4	-0.1	-1	-2
COCCN(Cc1ccccc1)C(=O)c1cccc(S(=O)(=O)N2CCN(Cc3ccccc3)CC2)c1	1	3	4	-1	-3	14	-8	0.0	-9	-6
CN(C)C(CNC(=S)Nc1ccccc1)c1cccnc1 (configuration not stated)	1	9	-2	-4	1	8	-3	0.3	-4	-5
CCOc1ccc(NC(=O)NCCN2C(C)CCCC2C)cc1 (configuration not stated)	5	-2	-5	-1	3	-2	3	-1.0	1	-2
Cc1cc(C)cc(NC(=O)CSc2nnc(CNC(=O)c3ccco3)o2)c1	3	-10	-5	0	0	-4	10	0.6	-2	-6
COc1ccc(-c2nc(SCC(=O)NCc3ccco3)c(-c3ccccc3)[nH]2)cc1OC	-2	-3	-1	2	1	-12	-7	0.0	1	-1
CC(C)=CCC[C@H](C)C[C@@H]1CC2=C(C(=O)OC(C)(C)O2)[C@H](c2ccc(Cl)cc2)O1	5	7	-2	5	0	2	4	-0.5	-3	-26
CN1C(=O)/C(=C/c2ccc(OCc3ccccc3F)cc2)N(C)C1=S	1	-17	-1	-4	6	-2	-13	-0.3	6	12
CCc1sc(NC(=O)CN2CCOCC2)nc1-c1ccccc1	-1	-17	-3	-7	4	13	-15	-0.4	-4	-75

Screens: PubChem BioAssay, The Scripps Research Institute Molecular Screening Center
